High-throughput results (PubChem)
L3MBTL1 block – blocks human L3MBTL1; Potency, µM (series often up to 57.1 µM), for the others: at the highest dose activity, negative = inhibition, actives largely listed as inhibitors; AID 485360; Q9Y468; AlphaScreen L3MBTL1–H3K9me1 peptide binding; hit rate 0.66% among 230,000; active = well fitted inhibition curve with a large enough effect; inconclusive = small, poorly fitted or top-dose-only effect; inactive = no such curve, though single readings can be large or run the other way; also: nearly all actives have a fitted effect of over 60% in size
Target sequence (Q9Y468 whole entry, looked up): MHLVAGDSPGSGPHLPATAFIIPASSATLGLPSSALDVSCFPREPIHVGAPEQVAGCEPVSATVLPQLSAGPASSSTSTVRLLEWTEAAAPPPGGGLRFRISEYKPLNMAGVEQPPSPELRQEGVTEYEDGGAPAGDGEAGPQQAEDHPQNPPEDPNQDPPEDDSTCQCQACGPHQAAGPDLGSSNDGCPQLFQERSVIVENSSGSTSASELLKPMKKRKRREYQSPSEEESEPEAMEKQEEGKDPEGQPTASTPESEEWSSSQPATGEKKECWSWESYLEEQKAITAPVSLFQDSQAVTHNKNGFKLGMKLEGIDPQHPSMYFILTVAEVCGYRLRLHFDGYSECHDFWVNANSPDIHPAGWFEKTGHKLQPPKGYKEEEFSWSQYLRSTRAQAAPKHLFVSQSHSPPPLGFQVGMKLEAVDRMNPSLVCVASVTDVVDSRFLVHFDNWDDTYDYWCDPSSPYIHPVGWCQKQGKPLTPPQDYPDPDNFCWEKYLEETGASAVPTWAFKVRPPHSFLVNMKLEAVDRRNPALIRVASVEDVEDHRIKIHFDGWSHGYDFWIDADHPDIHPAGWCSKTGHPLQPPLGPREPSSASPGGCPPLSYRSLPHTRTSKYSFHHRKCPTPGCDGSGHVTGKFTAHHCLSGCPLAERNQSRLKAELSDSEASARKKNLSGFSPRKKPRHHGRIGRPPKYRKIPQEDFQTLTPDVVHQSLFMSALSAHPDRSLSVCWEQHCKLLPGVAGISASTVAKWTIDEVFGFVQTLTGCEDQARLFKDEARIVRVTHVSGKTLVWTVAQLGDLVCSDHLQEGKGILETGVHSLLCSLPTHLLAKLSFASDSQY
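L3MBTL1 50 nM + b-AHA-H3(1-15)K9me1 75 nM, 30 min RT; compound added, 30 min RT; streptavidin donor/Ni-chelate acceptor beads 10 ug/mL each final, 30 min RT dark; AlphaScreen read.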
The depositor's hits bear a star; ? = inconclusive. % is scaled to controls: 0 for no effect and ±100 for the full control effect; potency is read from the fitted curve at half-maximal effect. These rows are one share of the data; the hit share may differ from the screen's.

L3MBTL1 block	molecule
0%	Cc1ccccc1OCC(=O)NNC(=O)C1CCN(c2ncnc3sc(C)c(C)c23)CC1
-1%	O=C(CSc1nnnn1C1CC1)N1CCN(c2ccccc2F)CC1
11%	O=C(COC(=O)CCC(=O)c1ccccc1)Nc1nnc(-c2ccccc2)o1
0%	CCCCC[C@H]1CN(C2CCCCC2)C(=O)[C@@H]1CC(=O)NCc1ccccc1
-6%	Cc1cc(C)cc(S(=O)(=O)Cc2noc(C(=O)NCc3ccccc3)c2C(=O)NCc2ccccc2)c1
0%	Cc1ccc(C(=O)Nc2c(C)cc(C)c3cccnc23)cc1
0%	CC(OC(=O)[C@@H]1CCCN1C(=O)c1cccs1)C(=O)Nc1cccc([N+](=O)[O-])c1 (some centres undefined)
-8%	COc1ccccc1-n1c(SCC(=O)NC2CCS(=O)(=O)C2)nc2ccccc2c1=O (centres undefined)
11%	Cc1cc(Cl)cc(C)c1OCCNCc1ccccc1
-1%	NC(=O)[C@@H]1CCCN1C(=O)[C@@H](Cc1cnc[nH]1)NC(=O)[C@@H]1CCC(=O)N1
16%	CC(C)CC(NS(=O)(=O)OCC(Cl)(Cl)Cl)c1ccccc1 (centres undefined)
3%	Cc1cccnc1NC(=O)CNC(=O)c1cccs1
14%	CCN(C(=O)COC(=O)c1cc(S(=O)(=O)N(C)C)ccc1Cl)C1CCS(=O)(=O)C1 (centres undefined)
-11%	CCOc1ccc(/C=C/C(=O)OCC(=O)Nc2cccc(S(=O)(=O)N3CCCC3)c2)cc1
5%	COCCn1c(SCC(=O)NC(=O)NCc2ccccc2)nc2ccccc2c1=O
-3%	C[C@H](CO)N1C[C@H](C)[C@@H](CN(C)C(=O)Nc2ccccc2)Oc2c(NC(=O)Nc3ccc4c(c3)OCO4)cccc2C1=O
-10%	CCN1C(=O)[C@H]2[C@@H](c3ccc(-c4ccc5c(c4)OCO5)c(OC)c3)N[C@@](Cc3ccccc3)(C(=O)OC)[C@H]2C1=O
-27%	COc1ccc(N2CCN(C(=O)COC(=O)c3ccccc3OCc3ccc(F)cc3)CC2)cc1
-7%	CCOc1ccc(NC(=O)CN2C(=O)NC3(CCCC3)C2=O)cc1S(=O)(=O)N1CCCCC1
0%	Cc1c(NS(=O)(=O)c2ccc(Br)cc2)c(=O)n(-c2ccccc2)n1C
3%	O=C(C[C@@H]1C/C=C\CCCC(=O)OC[C@@H]2CCCN2C1=O)N[C@H](CO)Cc1ccccc1
13%	Cn1c(=O)c2c(nc(SCc3ccccc3F)n2C)n(C)c1=O
-2%	CN1CCN(S(=O)(=O)c2ccc(SCCOc3ccc(Cl)cc3)nc2)CC1
-3%	O=C(CN1CCN(S(=O)(=O)c2ccc(F)c(F)c2)CC1)Nc1ccccc1C(=O)NC1CC1

In another format: entries from further up.
SMILES | L3MBTL1 block
Cn1c(=O)c2c(nc(SCc3ccccc3F)n2C)n(C)c1=O | 13%
CN1CCN(S(=O)(=O)c2ccc(SCCOc3ccc(Cl)cc3)nc2)CC1 | -2%
O=C(CN1CCN(S(=O)(=O)c2ccc(F)c(F)c2)CC1)Nc1ccccc1C(=O)NC1CC1 | -3%

(list continues)
L3MBTL1 block	molecule
7%	CC(=O)OC[C@H]1O[C@@H](O[C@H]2C[C@]3(C)C(C[C@@H](O)C4C([C@]5(C)CC[C@@H](C(C)(C)O)O5)CC[C@]43C)[C@@]3(C)CC[C@H](O)C(C)(C)C23)[C@H](O[C@@H]2O[C@@H](C)[C@H](O)[C@@H](O)[C@H]2O)[C@@H](O)[C@@H]1O (some centres undefined)
-4%	COc1ccc(C2=NOC(Cn3nc(C(=O)NCc4cccs4)cc3-c3ccccc3)C2)cc1 (centres undefined)
-1%	CCN(C[C@H]1N[C@@](CC)(C(=O)OC)[C@H]2C(=O)N(Cc3ccccc3)C(=O)[C@@H]12)C(=O)c1ccc(F)cc1
-18%	COc1ccc(Nc2nc(-c3cccnc3)cs2)c(OC)c1
-1%	COC(=O)[C@]1(Cc2ccccc2)N[C@H](c2ccc(-c3ccc(OC)cc3)cc2)[C@@H]2C(=O)N(C)C(=O)[C@@H]21
17%	CCn1nc(C(=O)NNC(=O)c2ccccc2OCc2c(C)noc2C)c2ccccc2c1=O
-15%	COc1ccc(N2CCN(C(=O)COC(=O)CNC(=O)c3ccc(Cl)cc3Cl)CC2)cc1
0%	Cc1cccc(-c2nc3c(s2)CCc2onc(-c4ccc(Br)cc4)c2-3)c1
7%	O=C(COC(=O)c1ccccc1SCC(=O)N1CCCC1)NC1CCCCC1
0%	CCn1c(C)cs/c1=N\S(=O)(=O)c1ccccc1
6%	CC(=O)Nc1ccc(NC(=O)c2ccc(COc3ccccc3)cc2)cc1
0%	CC(=O)c1c(C)[nH]c(C(=O)OCC(=O)NCc2cccs2)c1C
-5%	COc1ccc2nc(SCC(=O)Nc3ccc4[nH]c(=O)[nH]c4c3)[nH]c2c1
-4%	COc1ccc(C2(C)NC(=O)N(CC(=O)NC3CCCC3)C2=O)cc1OC (centres undefined)
-3%	CSCCC(NS(=O)(=O)c1ccc(C)cc1)C(=O)Nc1ccc(C)cn1 (centres undefined)
4%	CCCC(=O)N1CCC(Cc2ccccc2)CC1
-12%	COc1ccccc1OCCOc1ccc(/C=C2\C(=N)N3N=C(C)SC3=NC2=O)cc1
-9%	COc1cc(NC(=O)C2CC(c3cccc(Br)c3)=NO2)cc(OC)c1OC (centres undefined)
-10%	CCOc1ccc(OCCn2c(=S)[nH]c3ccccc32)cc1
0%	Cc1ccnc(NC(=O)CN2C(=O)c3ccccc3S2(=O)=O)c1
12%	O=C(CN1CCN(c2ccccc2F)CC1)NCc1ccccc1
4%	Cc1onc(-c2ccccc2Cl)c1C(=O)Nc1cccc(S(=O)(=O)N2CCOCC2)c1
1%	CCOc1ccc(NC(=O)COC(=O)c2cc([N+](=O)[O-])ccc2N2CCOCC2)cc1
-2%	C/C(=N\NC(=O)c1cccc(S(=O)(=O)N2CCCC2)c1)c1ccc(C)cc1
-4%	O=C(NCC(=O)N1CC=C(c2ccccc2)CC1)c1ccc(OC(F)F)cc1
-1%	CC(C(=O)N1CCc2ccccc21)N(C)CC(=O)Nc1ccc(F)cc1 (centres undefined)
3%	CCC1(c2ccc(F)cc2)NC(=O)N(CC(=O)N2CC(=O)Nc3ccccc32)C1=O (centres undefined)
-6%	COc1cn(-c2ccccc2)nc1C(=O)OCC(=O)Nc1ccc(C)c(C)c1
4%	COc1cc(OC)c(NC(=O)[C@@H]2CCC(=O)N2C2OC(=O)c3c2ccc(OC)c3OC)cc1Cl (some centres undefined)
7%	Cc1ccc(C)c(S(=O)(=O)N2CCN(C(=O)Cc3ccccc3)CC2)c1
-5%	CSc1ncccc1C(=O)OC(C)C(=O)Nc1cccc(S(=O)(=O)N2CCOCC2)c1 (centres undefined)
7%	CC(NC(=O)C1CSC2(C)CCC(=O)N12)c1ccccc1Cl (centres undefined)

Arranged by SMILES length (smallest number first): part of the list above
L3MBTL1 block	molecule
7%	CC(NC(=O)C1CSC2(C)CCC(=O)N12)c1ccccc1Cl (centres undefined)
7%	Cc1ccc(C)c(S(=O)(=O)N2CCN(C(=O)Cc3ccccc3)CC2)c1
-5%	CSc1ncccc1C(=O)OC(C)C(=O)Nc1cccc(S(=O)(=O)N2CCOCC2)c1 (centres undefined)

Further records:
L3MBTL1 block	molecule
-5%	COc1ccc(-c2c(C#Cc3ccsc3)c3cc(-c4ccc5c(c4)OCO5)ccc3n2C)cc1
7%	Cc1ccc(C)c(NC(=O)C(OC(=O)c2cc[n+]([O-])cc2)c2ccccc2)c1 (centres undefined)
-1%	Cc1cc(C)nc(SCC(=O)c2ccc(F)cc2F)n1
-15%	COc1ccc2oc(C(=O)OCC(=O)N(C)C3CCCCC3)c(C)c2c1
-7%	Cc1ccc(NC(=O)CN(C)C(=O)C(C)OC(=O)CNC(=O)c2ccc(Cl)c([N+](=O)[O-])c2)cc1 (centres undefined)
2%	NC(=O)NCC(=O)N1CCN(S(=O)(=O)c2ccc(Cl)s2)CC1
1%	COC(=O)c1ccc(COc2ccc(C#N)cc2)o1
4%	CCCCN1C(=O)/C(=C2/Sc3ccc(Cl)cc3N2CC)SC1=S
-5%	Cn1c(Cc2nc3ccccc3n2C)nc2ccccc21
0%	CCCC(NC(=O)C(C)N1CCN(S(=O)(=O)c2ccccc2)CC1)c1ccccc1 (centres undefined)
4%	Cc1cccc(S(=O)(=O)Nc2ccc(-c3ccc4nncn4n3)cc2)c1
8%	CCN(CC)S(=O)(=O)c1ccc(N2CCOCC2)c(NC(=O)C2CC2)c1
-3%	CN(CC(=O)Nc1cccc(F)c1)C(=O)CNS(=O)(=O)c1ccc(N(C)C)c([N+](=O)[O-])c1
2%	CCC(C)(O)c1[nH]c2ccc(C(=O)OC)cc2c1C (centres undefined)
-7%	CC(Sc1nnc(-c2ccccc2)c(-c2ccccc2)n1)C(=O)NCC1CCCO1 (centres undefined)
?	COc1cc(NC(=O)c2cccs2)c(OC)cc1NC(=O)Nc1ccc(F)cc1
-1%	CCCCCN(C(=O)CCC(=O)OC(C)C(=O)c1ccccc1)c1c(N)n(CCCC)c(=O)[nH]c1=O (centres undefined)
-1%	O=C(COC(=O)Cn1nnc(-c2ccccc2)n1)Nc1ccccc1Br
5%	O=C(NCc1ccccc1)c1ncn(Cc2ccccc2)c1C(=O)NCc1ccccc1
0%	O=C1NC[C@H](c2ccccc2)OC(=O)[C@H](Cc2ccc(F)cc2)C/C=C\C[C@@H]1CC(=O)N(CCO)Cc1ccccc1
-7%	CC1CC1C(=O)OCC(=O)Nc1ccc(Cl)cn1 (centres undefined)
-1%	O=C(Nc1ccc(NS(=O)(=O)c2ccccc2)cc1)c1ccccc1Cl
30%	O=C(COC(=O)Cn1ccc(=O)[nH]c1=O)Nc1ccc(F)cc1
3%	O=C(c1ccccc1)N1CCN(c2ncccn2)CC1
-9%	O=C(CCNS(=O)(=O)c1ccccc1)OCc1nnc(-c2ccccc2)o1
-3%	O=C(NCc1ccccc1CN1CCCC1)c1cccc(S(=O)(=O)Nc2ccc(F)cc2)c1
10%	O=C(NCc1ccccc1)c1cc2ccc(O)cc2oc1=O
13%	CN(c1ccccc1)S(=O)(=O)c1cccc(NC(=O)COc2ccccc2)c1
7%	O=C(O)C(c1ccccc1)N1C(=O)c2cccc3cccc(c23)C1=O (centres undefined)
0%	COc1c(F)cccc1C1=CC(=O)C[C@H](c2ccc3c(c2)OCO3)C1
-7%	CCCCN(C(=O)Cc1ccc(S(=O)(=O)N2CCOCC2)s1)c1c(N)n(CCCC)c(=O)[nH]c1=O
-2%	Cc1cccc(NC(=O)CSCC(=O)Nc2ccc(S(=O)(=O)N3CCCC3)cc2)c1
1%	Cc1cccc(NC(=O)CN2CCN(CC(=O)NCc3ccc(Cl)cc3Cl)CC2)c1C
2%	Cc1ccc(C2(C)NC(=O)N(CC(=O)N3c4ccccc4NC(=O)CC3C)C2=O)cc1 (centres undefined)
6%	CCN(CC)S(=O)(=O)c1ccc(OC)c(NC(=O)c2ccc(-n3cncn3)c([N+](=O)[O-])c2)c1
4%	Cc1ccc(S(=O)(=O)NCC(=O)OCC(=O)N(C)C2CCCCC2)cc1
-3%	NS(=O)(=O)c1ccc(NC(=O)COC(=O)CSCc2ccc(F)cc2)cc1
13%	COC(=O)N1C(=O)[C@](c2ccc(Cl)cc2)(C(C)C)N1C(=O)OC
0%	CCOc1ccccc1N(CC(=O)Nc1ccccc1F)S(=O)(=O)c1ccccc1
-3%	O=C(CNc1cccc(S(=O)(=O)N2CCCC2)c1)Nc1cccc(C(F)(F)F)c1
-5%	Cc1nc(Cc2nnc(SCC(=O)Nc3c(C)cccc3C)o2)cs1
-3%	CC(NC(=O)COC(=O)/C=C/c1ccc2c(c1)OCO2)c1ccccc1 (centres undefined)
-5%	COc1ccccc1N1CCN(C(=O)c2cc3cc(Cl)ccc3[nH]2)CC1
-6%	CCOc1cc(CN2CCN(C(=O)c3cccc4ccccc34)CC2)ccc1OC
7%	CN(CCCNC(=O)CCC(=O)N1CCOc2ccc(Cl)cc21)Cc1ccccc1
5%	COc1ccc(NS(=O)(=O)c2cc(C(=O)N3CCCCCC3)ccc2C)cc1
-4%	COc1ccc(Cl)cc1NC(=O)CN(C)C(=O)c1cc2c(s1)CCCC2
-13%	O=C(NNC(=O)c1ccc(Cl)c(S(=O)(=O)Nc2ccc(Cl)cc2)c1)c1ccc(=O)[nH]c1
-4%	CCOc1ccc(/C=N/NC(=O)c2ccc(O)cc2)cc1CN1CC2CC(C1)c1cccc(=O)n1C2 (centres undefined)
-2%	Cc1cccc(C)c1NC(=O)CN1CCN(C(=O)CNC(=O)c2ccc(N3CCCC3=O)cc2)CC1
4%	CCc1ccccc1Nc1nc(N)nc(COC(=O)CCS(=O)(=O)c2ccccc2)n1
9%	O=C(COC(=O)COc1cccc(C(F)(F)F)c1)NC1CCCC1
4%	Cc1ccc(-n2nnnc2SCC(=O)c2c(N)n(C3CC3)c(=O)[nH]c2=O)cc1C

Fetched by structure from the list above, 3 records:
L3MBTL1 block	molecule
-2%	Cc1cccc(C)c1NC(=O)CN1CCN(C(=O)CNC(=O)c2ccc(N3CCCC3=O)cc2)CC1
9%	O=C(COC(=O)COc1cccc(C(F)(F)F)c1)NC1CCCC1
-4%	CCOc1ccc(/C=N/NC(=O)c2ccc(O)cc2)cc1CN1CC2CC(C1)c1cccc(=O)n1C2 (centres undefined)
